Screens (PubChem BioAssay)
D3 ag = qHTS of D3 Dopamine Receptor Agonist: qHTS; D(3) dopamine receptor (Homo sapiens), P35462; D3R DiscoveRx beta-arrestin cells, luminescence, 90 min; max activation, %; 0.58% of 410,000 active; in the data active means max activation above about 30%; further: 0% is about no effect; mostly tested at two doses, the higher about 12 µM
Target sequence (P35462 whole entry, looked up): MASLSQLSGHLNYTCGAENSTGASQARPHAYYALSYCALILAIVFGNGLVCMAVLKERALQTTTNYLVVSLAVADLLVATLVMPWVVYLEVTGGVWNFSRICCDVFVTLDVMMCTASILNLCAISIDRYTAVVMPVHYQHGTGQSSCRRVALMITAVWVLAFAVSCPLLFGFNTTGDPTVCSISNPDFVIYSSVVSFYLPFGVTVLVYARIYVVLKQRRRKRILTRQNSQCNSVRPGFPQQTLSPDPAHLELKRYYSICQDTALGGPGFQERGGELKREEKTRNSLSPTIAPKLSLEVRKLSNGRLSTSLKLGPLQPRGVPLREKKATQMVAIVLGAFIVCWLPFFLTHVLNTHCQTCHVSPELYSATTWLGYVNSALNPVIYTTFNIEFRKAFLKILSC
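Cells at 1500/well, incubated overnight, then treated with pinned compounds (dopamine as control) for 90 min at 37 degrees C. DiscoveRx reagent added for 30 - 60 minutes at room temperature; luminescence read.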
KB-3-1 cytotox = qHTS assay for MDR1-selective chemotherapeutics: Primary screen using the parental adenocarcinoma cell KB-3-1. 1.4% of 400,000 active. KB-3-1 viability, CellTiter-Glo ATP luminescence, 72 h. Potency, µM (highest dose often 46.1 µM), for inactives: at the top dose activity change, negative = cytotoxic, actives largely listed as cytotoxic. AID 1347075, 2019; further: potency means the concentration at half of the fitted maximal effect; on the % scale 0 is the no-effect control and ±100 the full control effect; nearly all actives have a fitted effect of over 60% in size
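Cytotoxicity in the drug-sensitive parental line KB-3-1 was scored as loss of CellTiter-Glo luminescence following 72 h incubation with compound. Values come from curve fitting of normalized concentration-response data.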
IL1B secr inh = qHTS for Inhibitors of Inflammasome Signaling: IL-1-beta AlphaLISA Primary Screen; THP-1 LPS/ATP IL-1B secretion, AlphaLISA, 16 h; hits give low values; activity change, % at 57.5 µM; 4.7% of 360,000 active; AID 743279, 2014; in the data active means activity change below about -50%; inconclusive means mostly about -30% to -49%; further: on the % scale 0 is the no-effect control and ±100 the full control effect
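THP-1 cells pretreated 1 hr with compounds (up to 57.5 uM final), then stimulated with LPS (250 ng/mL final) plus ATP (1.25 mM final); secreted IL-1B measured by AlphaLISA after 16 hr, decreased signal indicating inhibition.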
HT1080-NT tox = qHTS for induction of synthetic lethality in tumor cells producing 2HG: qHTS for the HT-1080-NT fibrosarcoma cell line. Potency, µM (titrated, usually from 46.1 µM), for the others: at the top dose activity, negative = less viability, usual class: cytotoxic. HT-1080-NT fibrosarcoma viability, CellTiter-Glo ATP luminescence, 48 h. 1.6% of 360,000 active. AID 686970, 2013;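 further: NT is the 2HG producing partner of a matched IDH1 knockdown line; potency means the concentration at half of the fitted maximal effect; 0% = DMSO-treated cells and -100% = media-only wells without cells; nearly all actives have a fitted effect of over 55% in size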
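Read-out is CellTiter-Glo luminescence after 10 minutes at room temperature, following 48 hours' compound treatment of HT-1080-NT cells (750 cells/well, RPMI, 5% FBS, 37 degrees C).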
KB-V1 MDR tox = qHTS assay for MDR1-selective chemotherapeutics: Primary screen using the drug-selected MDR subline cells KB-V1; KB-V1 MDR cells viability, CellTiter-Glo, 72 h; AID 1347076, 2019; 3.4% of 400,000 active; Potency, µM (top dose mostly 46.1 µM), for the others: top-dose activity change, negative = cytotoxicity, most hits filed as cytotoxic; further: potency means the concentration at half of the fitted maximal effect; on the % scale 0 is the no-effect control and ±100 the full control effect; nearly all actives have a fitted effect of over 60% in size
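Potencies derive from concentration-effect curves fitted to normalized luminescence (CellTiter-Glo) of KB-V1 cells treated for 72 h at 37 degrees C in phenol-red-free DMEM containing 10% FBS.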
GLP1R cytotox = qHTS of GLP-1 Receptor Inverse Agonists: Cytotox Screen; HEK293 cAMP-luciferase reporter cells, luminescence, 24 h; Potency, µM (top dose mostly 38.3 µM), for inactives: at the highest dose activity change, negative = inhibition, hits mostly inhibitors; 0.13% of 410,000 active;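 further: loss of luciferase light is scored as toxicity; potency means the concentration at half of the fitted maximal effect; on the % scale 0 is the no-effect control and ±100 the full control effect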
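Quantitative HTS format, 1536 wells, 200 cells/uL seeded. Compounds: 23 nL, 24 h, 37 °C. Detection: luciferase reagent, luminescence at 12 min RT; decreased signal taken as cytotoxic.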
SW480 rerep = A quantitative high throughput screen for small molecules that induce DNA re-replication in SW480 colon adenocarcinoma cells. SW480 DNA re-replication, Hoechst DNA content imaging, 48 h. Potency, µM (top dose mostly 46.1 µM), for inactives: at the top dose re-replication activation, hits mostly activators. 1.8% of 340,000 active. AID 624297, 2012; further: potency means the concentration at half of the fitted maximal effect; % of control where 0% means no effect; nearly all actives have a fitted effect of over 55% in size
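Image-based read-out: total Hoechst fluorescence of nuclei (405 nm excitation, 500-530 nm emission), with hits raising the fraction of high-intensity nuclei. SW480 colon cells incubated 48 hr with compounds at 37 C.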
HT1080 IDH1KD tx = qHTS for induction of synthetic lethality in tumor cells producing 2HG: qHTS for the HT-1080-IDH1KD cell line | HT-1080 IDH1 knockdown viability, ATP luminescence, 48 h | Potency, µM (highest dose often 46.1 µM), for the others: top-dose activity, negative = toxicity, most hits filed as cytotoxic | 2% of 360,000 active;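 further: potency means the concentration at half of the fitted maximal effect; 0% = DMSO wells and -100% = cell-free medium wells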
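Assay cells: HT-1080 with IDH1 knockdown, 750 per well, RPMI/5% FBS. Exposure: 48 h at 37 °C following 2 h pre-incubation. Read: CellTiter-Glo luminescence; fitted concentration-response, curve class assigned.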
MCF10A rerep = A quantitative high throughput screen for small molecules that induce DNA re-replication in MCF 10a normal breast cells. 2.9% of 350,000 active. Potency, µM (series often up to 46.1 µM), inactives show at the highest dose activity, positive = re-replication, usual class: activators. MCF 10A DNA re-replication, Hoechst nuclear intensity, 48 h; further: potency means the concentration at half of the fitted maximal effect; % of control where 0% means no effect; nearly all actives have a fitted effect of over 50% in size
Starred values were filed as active, the others as inactive; ? = inconclusive; . = no result given; & = joins results of further samples; [ ] = dose if it differs, or a comment. Unless noted, the call rests on the fitted dose curve; in most records, active means well fitted curve in the direction sought with a large enough effect; inconclusive means small, poorly fitted or top-dose-only effect, or another doubt; inactive means no such curve, though single readings can be large; an effect the other way counts as inactive or inconclusive.

SMILES	D3 ag	KB-3-1 cytotox	IL1B secr inh	HT1080-NT tox	KB-V1 MDR tox	GLP1R cytotox	SW480 rerep	HT1080 IDH1KD tx	MCF10A rerep
Cc1ccccc1N(CC(=O)N/N=C/c1ccccc1Cl)C(=O)c1ccccc1	-2	-5%	2	-3%	1%	21%	2%	11%	0%
COc1cccc(NC(=O)N(Cc2ccco2)C(C)c2cccs2)c1 (stereo not given)	-13	-16%	-8	-3%	-21%	6%	12%	18%	-3%
COc1ccc(NC(=S)NNC(=O)COc2ccc(Cl)cc2Cl)cc1	3	3%	16	1%	-13%	14%	-7%	-7%	-1%
COc1ccccc1NS(=O)(=O)c1cccc(C(=O)NN=C2CCCCCC2)c1	-14	-4%	-3	-3%	-2%	18%	-7%	-5%	3%
O=C1/C(=C/c2ccccn2)SC(=S)N1Nc1ncc(C(F)(F)F)cc1Cl	5	-11%	-8	9%	16%	-12%	3%	4%	?
Cc1nc2cc(C(F)(F)F)ccc2n1C	-1	-3%	13	17%	12%	3%[7.66 µM]	-6%	5%	7%
CN(C)CCCn1c(SCC(=O)Nc2nccs2)nnc1-c1ccncc1	-6	?	-13	-1%	14%	-21%	-12%	-3%	-8%
CC1CN(C(=O)COC(=O)c2cc(Cl)ccc2Cl)CC(C)O1 (stereo not given)	-2	?	23	17%	4%	13%	0%	20%	-39%[inhibitor]
Cc1ccc(CNC(=O)CCCCCn2c(=O)[nH]c3ccccc3c2=O)cc1	-3	4%	.	.	-6%	-8%	.	.	.
COc1ccc(Cn2c(=O)n(-c3ccc(C)cc3)c(=O)c3c2c2cc(C)ccc2n3C)cc1	37*	-11%	.	.	14%	6%	.	.	.
Cc1ccc(S(C)(=O)=O)cc1S(=O)(=O)Nc1ccccc1	2	29%	0	9%	-3%	1%	.	10%	-1%
CCOC(=O)c1sc(=S)n(-c2ccccc2)c1NC(C)=O	-3	4%	1	-12%	12%	6%	-2%	-21%	?
COC(=O)c1cc(Br)c(=O)n(Cc2ccncc2)c1	5	0%	28	6%	11%	-26%	-4%	8%	-3%
CC1(C)CC(=O)C2=C(C1)NC(Nc1nc3ccccc3o1)=NC21CCCC1	0	0%&-12%	64	11%	0%&-20%	-20%	-5%	12%	?
COc1cccc(COc2ccc3ccc(=O)oc3c2)c1	-2	6%	?	11%	?	3%	-17%	0%	-2%
CCOC(=O)c1[nH]c(C)c(CCC(=O)NC(C)c2ccccc2)c1C (stereo not given)	-6	-4%	.	.	?	2%	.	.	.
Cc1ccc(S(=O)(=O)Cn2cnnn2)cc1	-1	-5%	22	-6%	27%	7%	2%	-10%	-3%
COc1ccc(N2CCN(C(c3cc4ccc(C)cc4[nH]c3=O)c3nnnn3C3CCCC3)CC2)cc1 (stereo not given)	5	0%	-26	1%	?	5%	4%	4%	-1%
Cc1cccc(C(=O)c2cn[nH]c2-c2ccccc2O)c1	0	12%	-7	5%	?	-9%	2%	-1%	2%
Cn1c(=O)c2c(nc(SCC(=O)NCc3ccc4c(c3)OCO4)n2Cc2ccc(F)cc2)n(C)c1=O	-1	-10%	-26	0%	?	-21%	-1%	8%	10%
O=C(COC(=O)c1cc(=O)[nH]c2ccccc12)Nc1ccc(F)cc1F	2	-1%	5	2%	0%	-2%	5%	-7%	-1%
CCN(CC(=O)Nc1c(F)cccc1F)C(=O)/C=C/c1ccc(OCC#N)c(OC)c1	-15	2%	-27	6%	8%	-7%	-79%[inhibitor]	1%	3%
CC(C)CCn1c(=O)c2ccccc2n2c(=S)[nH]nc12	-7	-7%	27	-20%	?	?	-6%	-13%	19%
COc1ccc(-c2cc(C(=O)Nc3c(Cl)cccc3Cl)no2)cc1OC	13	-2%	.	.	5%	1%	.	.	.
Cc1nnnn1CC(=O)Nc1cccc([N+](=O)[O-])c1	-11	14%	3	20%	1%	-7%	-7%	16%	-4%
Cc1nn(C)c(C)c1NC(=O)CSc1nc(Cc2ccccc2)nc2c1cnn2-c1ccccc1	1	-5%	3	-8%	-6%	4%	-14%	-9%	1%
COCCSc1nnc(NC(=O)C2CCCCC2)s1	2	20%	19	4%	?	3%	1%	15%	5%
O=C(O)C(c1ccccc1)N1C(=O)c2ccccc2C1=O (stereo not given)	5	-2%	-4	0%	-5%	1%	-3%	11%	1%
COc1ccc(C(=O)N2CCN(S(=O)(=O)c3ccc(C)cc3C)CC2)cc1OC	-3	-2%	0	-2%	-9%	3%	-2%	0%	-11%
COc1ccccc1Cc1nc2ccccc2nc1SCC(=O)NCc1ccc(C)cc1	-4	13%	.	.	8%	1%	.	.	.

2 records picked at random from the list so far, as already listed:
SMILES	D3 ag	KB-3-1 cytotox	IL1B secr inh	HT1080-NT tox	KB-V1 MDR tox	GLP1R cytotox	SW480 rerep	HT1080 IDH1KD tx	MCF10A rerep
Cc1ccc(S(=O)(=O)Cn2cnnn2)cc1	-1	-5%	22	-6%	27%	7%	2%	-10%	-3%
COCCSc1nnc(NC(=O)C2CCCCC2)s1	2	20%	19	4%	?	3%	1%	15%	5%

2 compounds from above, reduced to MCF10A rerep, KB-3-1 cytotox and SW480 rerep.
SMILES	MCF10A rerep	KB-3-1 cytotox	SW480 rerep
COc1ccc(-c2cc(C(=O)Nc3c(Cl)cccc3Cl)no2)cc1OC	.	-2%	.
Cc1nnnn1CC(=O)Nc1cccc([N+](=O)[O-])c1	-4%	14%	-7%

Remaining list, next part
SMILES	D3 ag	KB-3-1 cytotox	IL1B secr inh	HT1080-NT tox	KB-V1 MDR tox	GLP1R cytotox	SW480 rerep	HT1080 IDH1KD tx	MCF10A rerep
CCOc1ccc(CN2CCCC(CO)(Cc3ccccc3F)C2)cc1 (stereo not given)	-26	0%	-56*	-11%	2%	2%	-17%	0%	?
CCOC(=O)c1c(C)n(C)c2ccc(OCC(O)CNCCc3ccccc3)cc12 (stereo not given)	-12	-2%	-60*	-24%	-8%	?	87%	-13%	5%
CCOc1ccccc1C(=O)OCC(=O)Nc1cc(S(=O)(=O)N2CCOCC2)ccc1C	-5	12%	0	4%	6%	-25%	-1%	2%	3%
CC(=O)Nc1cc(-c2cccc(F)c2)cn2c(-c3ccc(F)cc3)cnc12	-5	-7%	6	?	-14%	-13%	.	-29%	.
O=C(OCc1cn([C@@H]2CN(CC3CCCCC3)[C@@H](c3ccccc3)C[C@H]2O)nn1)c1ccccc1	1	-22%	-1	-3%	-16%	1%	.	-10%	.
Cc1coc(C)c1C(=O)CC1(O)C(=O)N(CCc2ccccc2)c2ccccc21 (stereo not given)	-2	-3%	-2	4%	?	2%	?	-3%	?
CCN(CC)C(=O)c1sc(N)c(C(=O)OC(C)C)c1C	-5	-4%	22	1%	-11%	20%	-3%	-2%	2%
Cc1ccc(NC(=S)NC(C)(C)C)c([N+](=O)[O-])c1	5	-1%	?	9%	-7%	-16%	99%	-10%	18%
CC(C)N(Cc1nc(-c2ccc(Cl)cc2)no1)C(=O)CCCN1C(=O)c2ccccc2C1=O	-3	-3%	0	-4%	-20%	3%	-4%	-1%	11%
COc1cccc(Cc2nc3ccccc3nc2SCC(=O)Nc2cc(OC)ccc2OC)c1	-13	-12%	.	.	-2%	1%	.	.	.
Cc1cccc(NC(=O)CSCC(=O)Nc2ccc(S(=O)(=O)N3CCCC3)cc2)c1	4	2%	20	0%	-6%	-4%	-55%[inhibitor]	-8%	0%
C[C@@H]1CN([C@H](C)CO)C(=O)c2cc(NC(=O)c3ccncc3)ccc2O[C@@H]1CN(C)C(=O)Nc1ccccc1	-16	1%	9	4%	-1%	-13%	?	0%	?
CC(=O)Nc1ccc(S(=O)(=O)NCc2nc(-c3ccccc3)no2)cc1	3	13%	11	5%	2%	3%	-30%	3%	-10%
Cc1ccc(-c2nn3c(-c4ccccc4)nnc3o2)cc1	8	3%	-8	29%	3%	2%	.	12%	.
C=CCNC(=O)c1cc(-c2cccnc2)nc2ccccc12	-21	2%	12	6%	-5%	-2%	2%	6%	-1%
O=C(Nc1c2c(nc3ccccc13)CCCC2)c1cccc([N+](=O)[O-])c1	-12	?	-5	-6%	0%	-4%	2%	-17%	10%
Cc1[nH]c2ccc(C(=O)N3CCN(C)CC3)cc2c1C	-17	3%	-10	5%	0%	0%	-9%	5%	7%
O=C(Cn1c(=O)n(-c2ccc(F)c(Cl)c2)c(=O)c2sc3ccccc3c21)NC1CCCCC1	-3	-5%	.	.	-1%	-7%	.	.	.
CCCCN(Cc1ccco1)C(=O)C1CCCN(c2ncnc3c2nc2n3CCCCC2)C1 (stereo not given)	-9	?	-13	?	-29%	-24%	-3%	?	18%
COC(=O)[C@@]12CCCCN1[C@H](c1ccc(-c3cccc(Cl)c3)c(OC)c1)[C@@H]1C(=O)N(C)C(=O)[C@@H]12	3	?	?	?	?	-2%	?	?	12%
COc1ccc(N(Cc2ccccc2)C(=O)c2ccccc2[N+](=O)[O-])cc1	-1	?	-17	-10%	15µM*	-1%	9%	-5%	4%
c1ccc(-c2[nH]ncc2-c2nc3ccccc3[nH]2)cc1	2	-7%	1	0%	-20%	5%	-10%	-2%	-2%
COc1ccccc1CNC(=O)[C@@H]1CCCN1S(=O)(=O)c1ccc(C)cc1	5	-23%	0	-8%	-21%	14%	134%[1.84 µM]	-1%	16%
Cc1cc(C)nc(/N=C(\N)Nc2ccccc2-c2ccccc2)n1	1	?	-98*	?	?	?	3%	?	15%
O=c1c(-c2ccco2)[n+]([O-])c2ccccc2n1OCc1ccccc1[N+](=O)[O-]	0	?	-6	16%	-17%	-10%	-8%	?	19%
